NCI-60 one-dose screen, 48 h, at 10 µM unless noted. Numbers give growth in % (100 = growth as untreated, 0 = no growth, -100 = all killed).
A549/ATCC – A549/ATCC NSCLC. 81,000 compounds, 3.7% hits. AID 1794740
HOP-92 – HOP-92 NSCLC cells; 71,000 compounds, 6.3% hits
M14 – M14 melanoma; 80,000 compounds, 6.2% hits; AID 1794745
UACC-62 – UACC-62 melanoma; 81,000 compounds, 5.4% hits; AID 1794756
MALME-3M – MALME-3M melanoma | 78,000 compounds, 5.8% hits | AID 1794766
HOP-62 – HOP-62 NSCLC. 80,000 compounds, 3.9% hits. AID 1794735
UACC-257 – UACC-257 melanoma | 78,000 compounds, 4.4% hits | AID 1794764
EKVX – EKVX NSCLC; 71,000 compounds, 3% hits; AID 1794765
Numbers without * were called inactive; / = not tested or not shown; [ ] = remark or other dose. How the source made its calls: active means growth percent below 10; inactive means the rest.

structure | A549/ATCC | HOP-92 | M14 | UACC-62 | MALME-3M | HOP-62 | UACC-257 | EKVX
O=C1c2ccccc2C23C(=C(c4cncnc4)c4ccccc42)CCCN13 (stereo not drawn) | 99 | 91 | 99 | 88 | 95 | 108 | 108 | 100
COc1cc(/C=C2\CN(S(=O)(=O)c3ccc(C)cc3)C/C(=C\c3cc(CN4CCOCC4)c(O)c(OC)c3)C2=O)cc(CN2CCOCC2)c1O | 19 | -30* | -40* | -46* | -26* | -16* | -29* | 12
O=[N+]([O-])c1ccc2[nH]cc([C@@]3(O)c4ccccc4-c4c3c3c5cc([N+](=O)[O-])ccc5[nH]c3c3c4[nH]c4ccc([N+](=O)[O-])cc43)c2c1 | 78 | 69 | 69 | 95 | 76 | 57 | 102 | 98
N/C(=N\C(N)=N\c1nc2ccccc2s1)c1cccc(C(F)(F)F)c1 | 95 | 88 | 85 | 60 | 85 | 96 | 96 | 90
Cc1nc(N)c(N)c(=O)[nH]1 | 107 | / | 101 | 105 | / | 108 | 107 | 114
Cc1c(/C=C2\CSc3ccc(Cl)cc3C2=O)c(=O)n(-c2ccccc2)n1C | 106 | 104 | 99 | 93 | 104 | 91 | 95 | 87
CCOC(=O)c1ccc2c(c1)NC(=O)[C@H]1CCCN21 | 103 | 87 | 91 | 94 | 97 | 104 | 95 | 102
CC(C)NS(=O)(=O)/N=C1\NC(=O)NC1=C(Cl)Cl | 94 | 122 | 97 | 85 | 100 | 101 | 77 | 103
O=C(O)c1ccc(-n2cc(/C=N/Nc3ccccc3)c(-c3cc4ccccc4oc3=O)n2)cc1 | 108 | 77 | 97 | 89 | 107 | 98 | 112 | 112
O=C(Nc1ccc(Cl)cn1)c1cccc(N2C(=O)/C(=C/c3cccc(F)c3)SC2=S)c1 | 102 | 18 | 102 | 95 | 99 | 96 | 98 | 93
O=C(O)C1CC1(Cl)Cl (stereo not drawn) | 94 | 86 | 106 | 99 | 101 | 109 | 101 | 96
Cc1ccc(N2C(=O)CC(Sc3ccccc3N)C2=O)cc1 (stereo not drawn) | 93 | 80 | 93 | 94 | 113 | 96 | 98 | 96

Two entries drawn at random from those above:
structure | A549/ATCC | HOP-92 | M14 | UACC-62 | MALME-3M | HOP-62 | UACC-257 | EKVX
Cc1ccc(N2C(=O)CC(Sc3ccccc3N)C2=O)cc1 (stereo not drawn) | 93 | 80 | 93 | 94 | 113 | 96 | 98 | 96
O=C1c2ccccc2C23C(=C(c4cncnc4)c4ccccc42)CCCN13 (stereo not drawn) | 99 | 91 | 99 | 88 | 95 | 108 | 108 | 100

Of the compounds above, these contain four or more nitrogen atoms:
structure | A549/ATCC | HOP-92 | M14 | UACC-62 | MALME-3M | HOP-62 | UACC-257 | EKVX
O=[N+]([O-])c1ccc2[nH]cc([C@@]3(O)c4ccccc4-c4c3c3c5cc([N+](=O)[O-])ccc5[nH]c3c3c4[nH]c4ccc([N+](=O)[O-])cc43)c2c1 | 78 | 69 | 69 | 95 | 76 | 57 | 102 | 98
N/C(=N\C(N)=N\c1nc2ccccc2s1)c1cccc(C(F)(F)F)c1 | 95 | 88 | 85 | 60 | 85 | 96 | 96 | 90
Cc1nc(N)c(N)c(=O)[nH]1 | 107 | / | 101 | 105 | / | 108 | 107 | 114
CC(C)NS(=O)(=O)/N=C1\NC(=O)NC1=C(Cl)Cl | 94 | 122 | 97 | 85 | 100 | 101 | 77 | 103
O=C(O)c1ccc(-n2cc(/C=N/Nc3ccccc3)c(-c3cc4ccccc4oc3=O)n2)cc1 | 108 | 77 | 97 | 89 | 107 | 98 | 112 | 112

Compound profiles, as listed above.
O=C(O)c1ccc(-n2cc(/C=N/Nc3ccccc3)c(-c3cc4ccccc4oc3=O)n2)cc1 reads A549/ATCC = 108; HOP-92 = 77; M14 = 97; UACC-62 = 89; MALME-3M = 107; HOP-62 = 98; UACC-257 = 112; EKVX = 112
CC(C)NS(=O)(=O)/N=C1\NC(=O)NC1=C(Cl)Cl reads A549/ATCC = 94; HOP-92 = 122; M14 = 97; UACC-62 = 85; MALME-3M = 100; HOP-62 = 101; UACC-257 = 77; EKVX = 103

Next section:
structure | A549/ATCC | HOP-92 | M14 | UACC-62 | MALME-3M | HOP-62 | UACC-257 | EKVX
CC(=O)[C@@H]1CC[C@]2(C#N)CC[C@]3(C)[C@H](CC[C@@H]4[C@@](C)(CCC#N)[C@H](C(C)=O)CC[C@]43C)[C@@H]12 | 74[100 µM] | 71[100 µM] | 57[100 µM] | 47[100 µM] | 78[100 µM] | 68[100 µM] | 80[100 µM] | 68[100 µM]
O=C(Nc1ccccc1O)c1ccc(Nc2ccnc(C(F)(F)F)c2)cc1 | 105 | 129 | 116 | 87 | 90 | 125 | 101 | 103
COc1ccc(/C=C2\SC(=N)N(c3ccccc3OC)C2=O)cc1 | 92 | 100 | 107 | 102 | 89 | 105 | 95 | /
CCOC(=O)c1cc(C#N)n2c1ccc1c3cccnc3ccc12 | 95 | 103 | 99 | 94 | 110 | 86 | 108 | 86
CC(C(=O)c1ccccc1)c1ccccc1 (stereo not drawn) | 94 | 108 | 102 | 101 | 97 | 95 | 101 | 105
O=C(O)c1ccc([N+](=O)[O-])cc1C(=O)O | 92 | 87 | 102 | 111 | 163 | / | 73 | /
O=C1c2ccccc2N=C(NO)[C@@H]2CCCN12 | 95 | 100 | 99 | 98 | 95 | 91 | 102 | 100
C#Cc1cccc(Oc2ccccc2NC(=O)CCl)c1 | 93[8.25 µM] | 96[8.25 µM] | 75[8.25 µM] | 90[8.25 µM] | 76[8.25 µM] | 100[8.25 µM] | 89[8.25 µM] | 106[8.25 µM]
NNC(=S)N/N=C/c1ccco1 | 106 | / | / | 96 | 128 | 99 | 113 | 117
CO[C@H]1[C@H](n2ccc(=O)[nH]c2=O)O[C@](F)(CO)[C@H]1O | 84 | 83 | 96 | 88 | 95 | 89 | 73 | 94
N/C(=N\c1sc(-c2ccccc2)nc1-c1ccccc1)c1ccccc1 | 81 | 99 | 84 | 74 | 89 | 104 | 84 | 75
CCOC(=O)c1c(C)oc2ncnc(Nc3cccc(F)c3)c12 | 93 | 88 | 98 | 84 | 131 | 101 | / | 101
C=C1C(=O)O[C@H]2[C@H]1CC/C(CNC(=O)/C=C/c1ccccc1)=C\CC[C@@]1(C)O[C@@H]21 | 47 | -41* | -63* | -82* | -50* | 80 | -55* | -16*
O=C1CC(c2ccccc2)C(c2ccccc2)=NN1 (stereo not drawn) | 113 | / | 100 | 90 | 81 | 92 | 111 | 108
CCSc1nc(N)c2c(-c3ccc(OC)cc3)c3c(nc2n1)C(C)CCC3 (stereo not drawn) | 84 | 73 | 100 | 75 | 112 | 115 | 110 | 96
NC(N)=NCC(=O)Sc1nc(-c2ccco2)cc(-c2ccc(Cl)cc2Cl)n1 | 94 | / | 115 | 91 | 104 | 94 | 102 | 99
Cc1ccc(NC(=O)Cn2cnc3c2c(=O)n(C)c(=O)n3C)cc1 | 102 | 96 | 100 | 96 | 98 | 95 | 96 | 92
Fc1ccc(C2=NN[C@H](c3cn(-c4ccccc4)nc3-c3ccccc3)C2)cc1 | 63 | 44 | 93 | 100 | 89 | 39 | 80 | 71
CCOC(=O)NCCc1nc2c([nH]1)c(=O)n(C)c(=O)n2C | 104 | 94 | 89 | 100 | 99 | 115 | 113 | 100
CC(=O)Oc1ccc(/C=C/C(=O)O)cc1 | 93 | 84 | 107 | 104 | 110 | 105 | 94 | 104
C=C1CC[C@H]2[C@@](C)(CCC3OC(c4ccc(OCc5cn(CC6OC(OC)C(OCc7ccccc7)C(OCc7ccccc7)C6OCc6ccccc6)nn5)cc4)OC[C@]32C)[C@@H]1/C=C/C1=CCOC1=O (stereo partly drawn) | 93 | 86 | 102 | 89 | 94 | 97 | 95 | 102
O=c1ccc(-c2ccc(Oc3ccc(-c4ccc(=O)[nH]n4)cc3)cc2)n[nH]1 | 95 | 61 | 115 | 92 | 108 | 101 | 106 | 92
C=CCOc1ccc2c(c1)CC[C@@H]1[C@@H]2CC[C@]2(C)C(=O)/C(=N/O)C[C@@H]12 | 59 | -5.2* | 61 | 94 | 74 | 57 | 76 | /
NC(=O)c1ccc(Br)o1 | 109 | 114 | 108 | 101 | 109 | 92 | 114 | 104
COc1cc2ccc(-c3ccc4ccccc4n3)cc2cc1OC | 91 | / | 92 | 77 | 104 | 104 | 107 | 89
COc1ccc2nc(CCC(=O)Nc3ccccc3)c(CC(=O)Nc3ccccc3)cc2c1 | 100 | 94 | 103 | 106 | 90 | 97 | 103 | 105
Nc1nn(C(=O)c2ccc(Cl)cc2)cc1-c1ccc(Cl)cc1 | 99 | 89 | 90 | 94 | 101 | 87 | 99 | 91
COc1cc2nc(-c3ccc(NC(=O)/C=C/c4ccc(F)cc4)cc3)sc2c(OC)c1OC | 106 | / | 108 | 109 | / | 114 | 109 | 91
CCCCOc1ncnc2nc[nH]c12 | 99 | 101 | 106 | 104 | 103 | 96 | 101 | 112

Screening data from PubChem BioAssay.

Hits appear at their usual frequency (roughly 10% active in at least one column).
